# PKA-R2B activ – PKA-R2B complex activation; PKA-R2B holoenzyme dissociation, Cy5-IP20 fluorescence polarization; R2B truncated from residue 108, S112A mutant; 0% DMSO only, 100% 113 µM cGMP; activation, % at 11.4 µM; actives 0.079% (n = 340,000);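 active = activation above a cutoff set at the mean over all compounds plus 3 SD, cut at about 18% in these data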;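 note: higher means more holoenzyme dissociation and a rise in polarization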
# Target sequence (P31323 whole entry, looked up, other chains not shown, the tested form may be a part): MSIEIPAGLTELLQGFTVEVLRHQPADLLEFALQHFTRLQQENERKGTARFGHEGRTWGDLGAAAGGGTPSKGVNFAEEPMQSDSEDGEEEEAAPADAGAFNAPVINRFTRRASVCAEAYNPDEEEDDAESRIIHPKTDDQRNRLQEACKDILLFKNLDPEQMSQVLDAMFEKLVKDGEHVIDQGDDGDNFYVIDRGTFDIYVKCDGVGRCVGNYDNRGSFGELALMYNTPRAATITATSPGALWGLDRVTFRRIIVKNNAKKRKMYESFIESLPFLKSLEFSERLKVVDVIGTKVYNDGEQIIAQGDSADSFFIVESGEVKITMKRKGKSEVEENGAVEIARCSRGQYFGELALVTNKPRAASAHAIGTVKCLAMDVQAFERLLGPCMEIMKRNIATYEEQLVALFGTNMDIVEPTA
# MITF TRPM1 HTS – increases MITF-driven TRPM1 promoter luciferase signal | actives 0.75% (n = 300,000) | AID 588334 | SK-MEL-5 TRPM1-promoter luciferase, 24 h; % of positive control, neutral wells = 0 | activation, % at 12.5 µM;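 active = mean activation of at least 80% with every replicate also reaching 80%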;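 note: 0% = neutral control wells and 100% = parthenolide positive control wells; values of inactives mirror those of a sister screen read the other way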
# Pemphigus Ab inh – blocks pemphigus antibody binding to human desmoglein-3; P32926; DSG3-coupled beads, scFv-anti-DSG3-GFP binding, flow cytometry; hits give low values; binding (percent of control), % at 10 µM; actives 0.48% (n = 310,000);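 active = binding more than 3 SD below its plate's average and above zero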;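 note: hits lower antibody fragment binding to DSG3; some compounds called inactive have numbers as strong as hits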
# Mot1-301 SUMO – inhibitors of SUMOylation pathway: yeast Mot1-301 growth rescue | S. cerevisiae Mot1-301 growth rescue, ATP luminescence, 38.5C; percent above DMSO median, 100 means doubled | growth rescue, % at 18.8 µM | actives 1% (n = 320,000) | AID 2716;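 active = every valid replicate shows activation above 250% relative to neutral control wells; inactive = the rest, any valid replicate at or below 250%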;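 note: OY570 slx delta 5 strain wells were the positive control but not used for scaling; some compounds called inactive have numbers as strong as hits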
# dFosB activator – enhances mouse delta FosB homodimer DNA binding. activation, % at 25 µM. P13346. purified delta FosB, TAMRA-CDK5 oligo fluorescence polarization; percent of positive-control signal above neutral wells. actives 0.99% (n = 340,000);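 active = mean activation above about 17%, with every replicate also reaching it, limit read from the data, passing the limit was not always enough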;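 note: fluorescence polarization rise as delta FosB binds a TAMRA Cdk5 AP-1 oligo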
# Target sequence (P13346 whole entry, looked up): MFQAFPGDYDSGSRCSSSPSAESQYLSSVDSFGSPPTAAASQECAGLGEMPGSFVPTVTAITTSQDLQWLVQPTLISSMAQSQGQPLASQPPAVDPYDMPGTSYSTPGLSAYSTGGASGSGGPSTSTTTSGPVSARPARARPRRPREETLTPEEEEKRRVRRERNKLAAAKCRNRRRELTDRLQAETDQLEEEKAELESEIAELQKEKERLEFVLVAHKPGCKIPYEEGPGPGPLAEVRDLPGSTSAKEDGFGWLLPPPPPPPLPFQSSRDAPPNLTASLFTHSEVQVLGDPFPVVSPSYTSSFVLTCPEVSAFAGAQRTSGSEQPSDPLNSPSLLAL
# NSD2 HMT inh – inhibitors of human histone methyltransferase NSD2 | actives 0.54% (n = 310,000) | NSD2 peptide methylation, AlphaScreen, 120 min | inhibition, % at 12.5 µM; in the data active = inhibition above about 50%
# SR-BI DiI-HDL act – activators of SR-BI mediated HDL lipid uptake; CHO ldlA[mSR-BI] cells, DiI-HDL uptake fluorescence, 3 h; 100 = double the neutral-control signal; activation, % at 12.5 µM; actives 0.096% (n = 320,000); AID 504775;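 active = mean replicate activation of at least 60% and every replicate at or above 60%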;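 note: 0% = median plate neutral-control signal and 100% = twice that signal; values of inactives mirror those of a sister screen read the other way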
#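 Material: SR-BI-overexpressing, LDLR-lacking CHO cells | Dosing: Single compound concentration, delivered by pin transfer | Probe or stimulus: Labelled HDL, 10 µg/mL | Signal: Bottom-read cell fluorescence after medium removal, ex 550/em 595 nm | Schedule: 3 h, 37 °C | Evaluation: HDL uptake via cellular fluorescence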
# CDK5 inh – blocks human CDK5/p35 kinase activity; actives 0.01% (n = 330,000); inhibition, % at 10 µM; Recombinant CDK5/p35, ADP-Glo luminescence, 60 min; Q00535+Q15078;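 active = highest replicate inhibition of at least 50% and at least 75% of replicates reaching 50%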;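 note: plate controls were DMSO neutral control for no effect and GW8510 at 10 µM for full effect; many of its hits are not listed in these tables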
# PKA-R1A activ – activates the PKA-R1A holoenzyme complex. P00514+P68181. PKA-R1A dissociation, Cy5-IP20 fluorescence polarization; scaled: DMSO 0%, 113 µM cGMP 100%. activation, % at 11.4 µM. actives 0.083% (n = 340,000). AID 504707;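 active = percent activation above the mean of all tested compounds plus 3 SD, cut at about 19% in these data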;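 note: higher means more PKAc released from R1A so a rise in polarization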
# Arrestin-AP2 inh – human beta-arrestin and AP2 interaction inhibition | FITC-arrestin peptide / GST-AP2 beads, flow cytometry; AP2 beta2 appendage carries R879A mutation | inhibition, % at 10 µM | actives 0.31% (n = 340,000);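 active = inhibition above a set limit, near 3 SD of compounds lacking own fluorescence, cut at about 54% in these data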;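 note: plate controls were DMSO wells for no effect and 5 µM unlabelled arrestin peptide for full effect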
#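 system = GST-tagged AP2 beta2-adaptin appendage (R879A) on 4 µm glutathione beads | reagent = FITC-labelled arrestin peptide probe, 50 nM final | schedule = compound with beads 12 min RT, then probe 1 h RT | signal = HyperCyt-sampled flow cytometry, FL1 channel, ex 488/em 535 nm | read-out = percent response from loss of bead-bound FITC fluorescence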
# SR-BI HDL uptake – blocks mouse SR-BI lipid uptake from DiI-HDL | Q61009 | ldlA[mSR-BI] CHO cells, DiI-HDL uptake fluorescence, 3 h | inhibition, % at 12.5 µM | actives 0.96% (n = 320,000) | AID 488896;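 active = mean replicate inhibition of at least 70% and a set share of replicates each scoring 70 or more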;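 note: 0% = median of neutral control wells and 100% = median of positive control wells; values of inactives mirror those of a sister screen read the other way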
# The depositor's hits bear a star; / = not tested or not shown. No enrichment for hits, and some 4.7% of all compounds hit somewhere here.
structure	Mot1-301 SUMO	MITF TRPM1 HTS	CDK5 inh	Pemphigus Ab inh	SR-BI HDL uptake	PKA-R1A activ	PKA-R2B activ	SR-BI DiI-HDL act	Arrestin-AP2 inh	dFosB activator	NSD2 HMT inh
O=C(NC1CCCC1)C(c1ccncc1)N(CCCN1CCOCC1)C(=O)c1ccc(-c2ccccc2)[nH]1 (stereo not drawn)	/	-5	-0.6	105	6	-1	-4	-6	-5	0	1
CCN(CC)C(=O)CSc1nnc(-c2ccco2)o1	-23	37	0.7	94	10	-5	2	-10	11	1	0
Cc1cc(C(=O)OCC(=O)N2CCC(C)CC2)c2ccccc2n1	-7	13	1.8	98	22	-1	-7	-22	-2	-6	2
Cc1cc(NC(=O)c2ccccc2-c2ccccc2C(=O)O)no1	-12	-3	-0.1	106	-3	4	-4	3	3	1	-1
COc1cc2c(cc1OC)CN(c1ccc(-c3ccccc3OC)nn1)CC2	18	-9	1.5	123	45	2	-4	-45	-8	-18	/
COc1ccc(CNCC(=O)Nc2ccccc2-n2cccc2)cc1	-23	/	-2.1	99	-14	-9	-3	14	4	-7	1
Cc1ccc(OCC(=O)N(C)CC(=O)NCc2ccco2)c(Br)c1	/	7	-3.8	102	-53	7	-1	53	3	-6	-3
CCOP(=O)(OCC)/C(=N/OC(=O)c1ccc(Cl)cc1Cl)C(N)=O	2	-1	1.7	113	9	7	2	-9	2	1	0
CCOc1ccc(-c2nc(N)ncc2-c2ccccc2OC)c(O)c1	-1	-2	1.7	91	49	-19	-9	-49	-1	-4	3
Cc1cccc(N(Cc2ccccc2)C(=O)CSC(C)C(=O)Nc2cc(C)on2)c1 (stereo not drawn)	555*	-13	-0.2	101	-10	-4	-20	10	-4	-5	8
O=C(N/N=C/c1ccc[nH]1)c1ccccc1OCc1ccccc1Cl	14	7	-0.1	102	23	-15	-11	-23	6	-14	0
O=C(Nc1cccnc1)c1ccccc1NS(=O)(=O)c1ccc(F)cc1	-7	-4	0.7	116	-8	-8	-4	8	2	7	-2
C(=N\N=C\c1ccccn1)/c1ccccn1	-17	-1	-0.2	110	-4	6	11	4	0	-1	-6
Cc1ccc(C)c(CSc2nc3[nH]ncc3c(=O)[nH]2)c1	1	-1	0.3	89	-4	-11	-2	4	8	-1	0
COc1ccc(N2C(=O)c3ccccc3C(C)(C)C2=O)cc1	8	-4	0.5	97	/	-15	-4	/	16	0	1
Cc1cc(N2CCN(C)CC2)nc2ccc(NC(=S)NC3CC3)cc12	-11	-4	1.6	98	/	-3	-7	/	23	2	/
Cc1ccc(CN2CCCN(C)CC2)c(C)c1	10	-13	-1.1	109	-20	-4	3	20	-10	3	7
COc1cc(CN2CCN(CCCc3ccccc3)CC2CCO)cc(OC)c1 (stereo not drawn)	15	-14	-1.5	106	-9	-6	-2	9	-6	-8	4
Cc1ccc(S(=O)(=O)/N=C2\C=C(NS(=O)(=O)c3ccccc3)C(=O)c3ccccc32)c(C)c1	/	-25	4.1	99	-19	-2	-5	19	3	-8	5
O=C(NC1CCCCC1NC(=O)c1ccco1)c1ccco1 (stereo not drawn)	-2	-9	-0.1	104	-16	10	-10	16	2	0	-1
COC(=O)[C@@H](NC(=O)Nc1cccc(OC)c1)C(C)C	3	0	3.5	101	7	1	-5	-7	1	-3	-4
O=C(Cn1ccc(C(F)(F)F)n1)Nc1ccc(S(=O)(=O)NCc2ccco2)cc1	-4	7	-2.4	104	-9	-10	-1	9	10	-4	-3
CCC(Oc1ccccc1C)C(=O)N1CCCN(C)CC1 (stereo not drawn)	0	5	-1.4	/	-3	-14	14	3	-26	-4	1
CCc1nnc(NC(=O)CN2CCOCC2)s1	37	-3	1.8	98	-14	-4	3	14	24	2	-1
O=C(N/C(=C\c1ccccc1)C(=O)N1CCOCC1)c1cccc(Br)c1	-16	0	-6.9	104	-5	-1	-2	5	0	-4	2
COc1ccccc1NC(=O)c1ccc(NC(=O)COC(=O)C2CCCCC2)cc1	-5	-4	-2.1	98	47	-1	11	-47	2	2	0
CC(=O)c1cccc(NC(=O)c2cnccn2)c1	-20	-10	1.8	109	-15	-7	-5	15	11	1	-2
CCCCn1c(N)c(N(CCOC)C(=O)c2ccc(-c3ccccc3)cc2)c(=O)[nH]c1=O	-1	-2	1.5	101	-23	-1	-11	23	-7	-6	5
Cc1cc(=O)[nH]c(SCC(=O)N2CCCCCC2)n1	6	-7	0.4	107	-14	-2	12	14	-4	6	0
Fc1ccc2nc(C(F)(F)F)cc(N3CCOCC3)c2c1	-14	1	1.5	97	-10	0	-10	10	4	3	-2
COc1ccc2nc(NC(=O)CSc3cn[nH]n3)sc2c1	242	45	2.7	104	-12	-11	5	12	-20	1	0
CS(=O)(=O)c1ccc2c(c1)SC1=NC(=O)/C(=C/c3ccco3)C(=N)N12	14	2	1.3	104	-2	5	-5	2	-1	-16	12
Cc1onc(-c2ccccc2)c1C(=O)n1cc(Br)cn1	10	-12	2.5	/	-3	3	3	3	17	6	-1
CC(C)c1ccc(NC(=O)N(CCc2nc3ccccc3[nH]2)C2CCCC2)cc1	-8	/	-1.7	104	57	-5	-7	-57	4	6	1
COc1ccc(CCNC(=O)c2ccc(CS(=O)(=O)c3ccc(C)cc3)o2)cc1OC	-10	-8	-0.4	/	18	5	-3	-18	26	-6	-1
CCc1ccc(Oc2coc3cc(OCC(=O)Nc4cc(C)ccc4C)ccc3c2=O)cc1	-6	-38	-0.6	85	35	5	1	-35	21	3	2
O=[N+]([O-])c1ccc(Oc2ccc(S(=O)(=O)N3CCOCC3)cn2)cc1	36	-2	-0.6	-14	0	-12	-1	0	-8	1	0
N#Cc1ccncc1Sc1ccc(Cl)cc1	67	9	1.5	99	-19	3	1	19	5	-8	-3
CCOC(=O)N1CCN(C(=O)c2ccc3c(=O)n(CCOC)c(=O)[nH]c3c2)CC1	-33	/	0.6	106	-20	-4	5	20	48	0	0
Cc1nnc(SCc2ccc(Cl)c(Cl)c2)s1	35	37	0.7	91	-16	5	-4	16	45	0	-4
Cc1c(C(=O)N2CCN(S(=O)(=O)c3ccccc3F)CC2)oc2c(Cl)cccc12	-14	-16	0.2	101	39	4	0	-39	10	1	-4
COc1cccc(CN2CC(C(=O)NCCn3cccn3)CCC2=O)c1 (stereo not drawn)	5	-2	-9.5	/	-15	4	9	15	-2	-4	-1
CC(C)(C)c1nnc(N/N=C/c2ccc(O)cc2)n(N)c1=O	-10	-3	-1.2	117	-45	-11	21*	45	3	0	-4
CC(CC(=O)NCCc1ccc(Cl)cc1)S(=O)(=O)c1ccc2c(c1)NC(=O)CO2 (stereo not drawn)	3	-10	1.6	/	-9	4	4	9	-14	-1	-2
COc1ccc(NS(=O)(=O)c2cn(C)cn2)cc1	3	7	0.9	97	7	-13	-4	-7	7	1	1
CC(C)(C)c1cc(C(=O)NCC(=O)OCC(=O)c2cccc([N+](=O)[O-])c2)cc(C(C)(C)C)c1	-8	9	-0.7	102	-10	-4	4	10	4	-14	-3
COc1cccc(N2CCN(c3ccc4nnc(CCC(=O)Nc5ccc(C)cn5)n4n3)CC2)c1	3	1	2.0	126	-34	-6	1	34	-16	-1	0
CCn1cnc2c1c(=O)n(CC(=O)NCC(C)C)c(=O)n2Cc1ccccc1	-5	-2	-0.6	97	4	11	-2	-4	19	1	0
O=C(C1=C(O)C(=O)N(c2ncccn2)C1c1ccc(Cl)c(Cl)c1)c1ccco1 (stereo not drawn)	21	-8	-0.9	112	-1	3	-6	1	36	-12	6
CCCn1c2c(c(=N)c3c1CCC3)CCCC2	14	-6	-0.3	102	6	12	0	-6	2	-8	-1
CN(Cc1ccccc1)C(=O)c1ccc(NC(=O)Cc2ccc(NC(=O)C3CCCN(C(=O)C4CCCC4)C3)cc2)cc1 (stereo not drawn)	/	-16	5.3	99	48	-1	-5	-48	34	-7	/

# Grouped by structure, the compounds so far containing a furan ring, fused or not
structure	Mot1-301 SUMO	MITF TRPM1 HTS	CDK5 inh	Pemphigus Ab inh	SR-BI HDL uptake	PKA-R1A activ	PKA-R2B activ	SR-BI DiI-HDL act	Arrestin-AP2 inh	dFosB activator	NSD2 HMT inh
CCN(CC)C(=O)CSc1nnc(-c2ccco2)o1	-23	37	0.7	94	10	-5	2	-10	11	1	0
Cc1ccc(OCC(=O)N(C)CC(=O)NCc2ccco2)c(Br)c1	/	7	-3.8	102	-53	7	-1	53	3	-6	-3
O=C(NC1CCCCC1NC(=O)c1ccco1)c1ccco1 (stereo not drawn)	-2	-9	-0.1	104	-16	10	-10	16	2	0	-1
O=C(Cn1ccc(C(F)(F)F)n1)Nc1ccc(S(=O)(=O)NCc2ccco2)cc1	-4	7	-2.4	104	-9	-10	-1	9	10	-4	-3
CS(=O)(=O)c1ccc2c(c1)SC1=NC(=O)/C(=C/c3ccco3)C(=N)N12	14	2	1.3	104	-2	5	-5	2	-1	-16	12
COc1ccc(CCNC(=O)c2ccc(CS(=O)(=O)c3ccc(C)cc3)o2)cc1OC	-10	-8	-0.4	/	18	5	-3	-18	26	-6	-1
Cc1c(C(=O)N2CCN(S(=O)(=O)c3ccccc3F)CC2)oc2c(Cl)cccc12	-14	-16	0.2	101	39	4	0	-39	10	1	-4
O=C(C1=C(O)C(=O)N(c2ncccn2)C1c1ccc(Cl)c(Cl)c1)c1ccco1 (stereo not drawn)	21	-8	-0.9	112	-1	3	-6	1	36	-12	6

# From PubChem
